SKKanGAS inh: SKKanGAS growth inhibition. S. pyogenes SKKanGAS, kanamycin growth, BacTiter-Glo, 6 h. inhibition, % at 7.5 µM. 300,000 compounds, 1.3% hits;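 active = mean replicate score, as percent of positive control median, at least 50; inconclusive = mean below 50 but one replicate at or above 50; inactive = mean and every replicate below 50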;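 also: strain carries kanamycin resistance gene driven by streptokinase promoter and grows in 40 µg/ml kanamycin; loss of luminescence reflects streptokinase promoter inhibition or plain growth inhibition; 0% = median of DMSO wells and 100% = positive control at its reference dose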
MrgX1 PAM: allosterically activates human MrgX1 receptor signaling; 310,000 compounds, 0.63% hits; AID 588675; Q96LB2; MrgX1-HEK293, Fluo-4 calcium flux, FDSS; hits give high values; B-score at 10 µM;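 active = plate-corrected calcium response at least 3 library SD above typical, normal starting fluorescence, not activating the receptor alone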;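 also: compound read alongside a low EC10 to EC30 dose of BAM8-22 agonist; peak minus trough fluorescence over baseline measured at the second addition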
Target sequence (Q96LB2 whole entry, looked up): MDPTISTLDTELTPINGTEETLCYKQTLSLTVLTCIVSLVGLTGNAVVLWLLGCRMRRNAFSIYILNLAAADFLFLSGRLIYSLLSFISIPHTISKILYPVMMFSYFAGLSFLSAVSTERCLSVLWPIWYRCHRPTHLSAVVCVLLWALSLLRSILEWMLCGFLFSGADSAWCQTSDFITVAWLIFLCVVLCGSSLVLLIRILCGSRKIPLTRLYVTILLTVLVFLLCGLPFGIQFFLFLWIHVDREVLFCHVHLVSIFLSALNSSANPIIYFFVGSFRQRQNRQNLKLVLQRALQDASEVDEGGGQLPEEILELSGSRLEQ
RGS4 act: RGS4 potentiation or activation. HEK293 M3R/inducible RGS4, carbachol calcium flux Fluo4; hits give low values. B-score at 10 µM. 310,000 compounds, 0.92% hits. AID 463111;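 active = B-score of the integrated calcium signal more than 4 SD below the library mean, with starting fluorescence not abnormally high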;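 also: negative B-score means reduced calcium response which marks RGS4 activation or potentiation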
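System: HEK293 FlpIn-TREx cells, stable M3R, doxycycline-inducible RGS4. Timing: overnight RGS4 induction, 30 min dye load 37 °C, 20 min compound RT. Also added: carbachol, ECmax concentration. Measured by: Fluo4 fluorescence kinetic imaging of calcium. Evaluation: integrated calcium ratio converted to B score.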
ANO1 activ: activators or potentiators of mouse TMEM16A chloride channel. Q8BHY3. HEK293 TMEM16A/YFP-H148Q/I152L, iodide quench fluorescence; hits give low values. B-score at 10 µM. 340,000 compounds, 0.3% hits. AID 623877;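 active = fluorescence-ratio B-score plate-corrected deviation score at least 3 library SD below zero, with starting fluorescence score within 5 deviations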;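 also: channel opened by trigger with iodide after compound preincubation; score built on the fluorescence ratio of max minus min over baseline; more negative score means more quench and so TMEM16A activation or potentiation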
HDAC3 inh: human HDAC3 inhibition; 320,000 compounds, 0.15% hits; inhibition, % at 8.3 µM; recombinant HDAC3, fluorogenic peptide/trypsin coupled, fluorescence; in the data active = inhibition above about 26%, passing the limit was not always enough; inconclusive = no clear call, values can overlap the other calls
Target sequence (O15379 whole entry, looked up): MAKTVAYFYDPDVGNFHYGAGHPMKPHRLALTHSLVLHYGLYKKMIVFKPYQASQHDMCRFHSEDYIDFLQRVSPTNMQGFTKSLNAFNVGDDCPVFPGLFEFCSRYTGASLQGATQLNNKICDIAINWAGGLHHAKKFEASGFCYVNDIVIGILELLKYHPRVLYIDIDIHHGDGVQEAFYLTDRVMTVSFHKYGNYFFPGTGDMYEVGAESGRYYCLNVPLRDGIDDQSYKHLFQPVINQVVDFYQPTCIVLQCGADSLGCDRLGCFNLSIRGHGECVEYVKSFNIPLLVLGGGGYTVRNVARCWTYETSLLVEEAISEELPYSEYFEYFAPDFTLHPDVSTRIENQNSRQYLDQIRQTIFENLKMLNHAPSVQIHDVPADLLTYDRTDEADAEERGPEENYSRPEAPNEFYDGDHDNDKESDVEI
RGS4 block: human RGS4 inhibition | P49798 | AID 463165 | 310,000 compounds, 0.45% hits | B-score at 10 µM | HEK293 M3R/RGS4 inducible, Fluo-4 calcium flux; hits give high values; triggered by carbachol at its EC20;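 active = B-score, a plate-corrected calcium signal, over three deviations above library mean, with baseline fluorescence within five deviations of library mean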;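 also: RGS4 expression induced by doxycycline in cells with stable M3 receptor; B-score is computed from the integrated fluorescence ratio over baseline after carbachol; higher B-score means a larger calcium signal and so more RGS4 inhibition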
Target sequence (P49798 whole entry, looked up): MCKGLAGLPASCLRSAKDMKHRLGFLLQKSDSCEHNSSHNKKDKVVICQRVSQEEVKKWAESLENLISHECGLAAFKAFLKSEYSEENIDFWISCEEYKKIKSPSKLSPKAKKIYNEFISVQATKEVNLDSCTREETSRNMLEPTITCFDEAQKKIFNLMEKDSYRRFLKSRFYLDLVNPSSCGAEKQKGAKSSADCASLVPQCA
MrgX1 ag: activates human MrgX1 receptor signaling | Q96LB2 | 310,000 compounds, 0.44% hits | AID 588627 | MrgX1-HEK293 cells, Fluo-4 calcium fluorescence, agonist mode; hits give high values | B-score at 10 µM;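 active = calcium response B-score plate-corrected fluorescence ratio at least 3 library SD, with starting fluorescence B-score inside 5 SD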
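times = overnight plating, then 30 min 37 °C plus 30 min room-temperature dye loading | assay system = stable human MrgX1 HEK293 cell line | input = fifteen thousand cells per well | signal = kinetic calcium dye fluorescence, Fluo-4 NW | dosing = compound delivered in addition one of three | read-out = B-scored fluorescence response ratio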
TRPC6 act: mouse TRPC6 channel activation. Q61143. HEK293-TRPC6 membrane potential dye fluorescence; hits give high values. B-score at 10 µM. 310,000 compounds, 0.13% hits;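 active = B-score of the integrated fluorescence ratio above library mean plus 3 SD, and starting fluorescence ratio within library mean plus 5 SD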;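 also: higher score means more depolarization so channel activation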
MrgX1 antag: antagonists of human MrgX1 receptor | Q96LB2 | MRGX1-HEK293 calcium flux, Fluo-4, BAM8-22 antagonism; hits give low values | B-score at 10 µM | 310,000 compounds, 1.3% hits | AID 588676;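 active = calcium-response B-score plate-corrected more than 3 library SD below zero, starting fluorescence within 5 deviations, no agonist response on first addition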;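 also: peak minus trough fluorescence over baseline after final BAM8-22 challenge near maximal dose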
TRPC6 inhibitor: blocks the mouse TRPC6 cation channel; B-score at 10 µM; HEK293-TRPC6, membrane potential dye, ACh-evoked depolarization; hits give low values; Q61143; 310,000 compounds, 1.1% hits; AID 2553;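 active = B-score under library mean minus 3 SD, initial fluorescence not abnormally high, positive integrated signal ratio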;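 also: B-score derived from integrated fluorescence ratio over the kinetic read; more negative B-score means stronger inhibition of depolarization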
TMEM16A inh: blocks the mouse calcium-activated chloride channel TMEM16A; Q8BHY3; HEK293 TMEM16A/YFP iodide influx fluorescence, ionomycin; normalized B-score (activity score, 25-100; higher = stronger inhibition) at 10 µM; 310,000 compounds, 1.2% hits;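 active = ratio plate-corrected score three or more library SD toward inhibition, starting fluorescence score within five deviations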;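 also: score derived from kinetic fluorescence span divided by baseline fluorescence per well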
* marks the source's active call; other numbers are inactive results; i = inactive; ? = inconclusive; · = no result given. An unsorted share of the library; about 6.7% have a hit in one of these screens.

Fields: TMEM16A inh | MrgX1 antag | SKKanGAS inh | TRPC6 inhibitor | RGS4 block | MrgX1 ag | RGS4 act | HDAC3 inh | TRPC6 act | ANO1 activ | MrgX1 PAM
C/C(=N\NS(=O)(=O)c1ccc(Cl)cc1)c1ccc(NC(=O)c2ccco2)cc1
    i | i | 8 | i | i | i | i | -4 | i | i | i
COc1cc(C(=O)NC(=S)NCc2ccco2)cc(OC)c1OC
    i | i | -13 | i | i | i | i | 14 | i | i | i
Cc1c(C(=O)NC(=S)NCc2cccnc2)oc2ccccc12
    i | i | -14 | i | i | i | i | -1 | i | -25* | i
Cc1ccc(C(=O)N2CCC(C(=O)NC3CCCCCC3)CC2)cc1
    i | i | -1 | i | i | i | i | -2 | i | i | i
O=C(NC(c1ccccc1)c1cc(Cl)c2cccnc2c1O)c1cccnc1 (centres undefined)
    i | i | 94* | -5.8* | i | i | i | -3 | i | · | i
COc1cc(-n2c(=O)c3ccccc3n(Cc3cc(=O)n4ccccc4n3)c2=O)cc(OC)c1OC
    i | i | -2 | i | i | i | i | 4 | i | i | i
O=C(CSc1ccc(-c2ccc(F)cc2)nn1)N1CCCc2ccccc21
    i | i | -4 | i | i | i | -7.4* | 7 | i | i | i
C/C(=N/NC(=O)COc1cc(C)ccc1C(C)C)C(=O)O
    i | i | -10 | i | i | i | i | 2 | i | i | i
Cc1cc(C)cc(C(=O)NCC(=O)OCC(=O)Nc2ccc(C)cc2Br)c1
    i | i | 0 | i | i | i | i | 1 | i | -4.6* | i
O=C(Cc1ccc(F)cc1)OCn1nnc2ccccc2c1=O
    i | i | -7 | i | i | i | i | 5 | i | i | i
COc1ccc(C(=O)CSc2nc(C)cc(=O)[nH]2)cc1
    i | i | 0 | i | i | i | i | 5 | i | i | i
CCN1CCN(C(=O)CCc2nnc3ccc(N4CCN(c5cccc(OC)c5)CC4)nn23)CC1
    i | i | 2 | i | i | i | i | 1 | i | i | i
Cc1ccccc1-c1ncc(CN2CCC(CO)(CCCc3ccccc3)CC2)cn1
    i | i | 3 | i | i | i | i | 6 | i | i | i
O=C(Oc1cccc(F)c1)c1ccc2c(=O)n3c(nc2c1)CCC3
    i | i | 17 | i | i | i | i | -3 | i | i | i
CCCCn1c(=O)c(C(=O)OCC)c(O)c2ccccc21
    i | i | -1 | i | i | i | i | 5 | i | i | i

Next section:
Fields: TMEM16A inh | MrgX1 antag | SKKanGAS inh | TRPC6 inhibitor | RGS4 block | MrgX1 ag | RGS4 act | HDAC3 inh | TRPC6 act | ANO1 activ | MrgX1 PAM
CC(=O)C1C(c2cn(-c3ccccc3)nc2-c2cccs2)NC(=O)NC1(O)C(F)(F)F (centres undefined)
    i | i | 4 | i | i | i | i | -7 | i | i | i
COCCn1c(-c2cccs2)nc2nc3ccccc3nc21
    i | i | 13 | i | i | i | i | -166 | i | i | i
CC(C)CC(NC(=O)C1CCC(C)CC1)C(=O)Nc1cccnc1 (centres undefined)
    i | i | 0 | i | i | i | i | 5 | i | i | i
COC(=O)COc1ccc(S(=O)(=O)NCc2ccccn2)cc1
    i | i | -5 | i | i | i | i | -13 | i | i | i
CC(C)NC(=O)c1cc2cc(Br)ccc2oc1=O
    i | i | 11 | i | i | i | i | 1 | i | i | i
O=C(NCc1ccccc1Cl)C1CCCO1 (centres undefined)
    i | i | -3 | i | i | i | i | -1 | i | i | i
Cc1ccc(C)c(NC(=O)Cn2nc(C)c3ccccc3c2=O)c1
    i | i | 1 | i | i | i | i | -1 | i | i | i
Oc1ccc(Nc2ncnc3ccccc23)cc1
    i | i | -1 | i | i | i | i | 2 | i | i | i
CCOC(=O)C1CCCN(c2nc3ccccc3nc2C(C#N)C(=O)OC(C)C)C1 (centres undefined)
    i | i | 2 | i | i | i | i | -10 | i | i | i
COc1ccccc1N1CCN(C(=O)c2cc(-c3ccc4c(c3)OCO4)on2)CC1
    i | i | -3 | i | i | i | i | 4 | i | i | i
CCn1cc(S(=O)(=O)Nc2ccc3c(c2)OCCO3)cn1
    i | i | -10 | i | i | i | i | 2 | i | i | i
COc1ccc(-c2nnc3c4ccccc4c(C)nn23)cc1S(=O)(=O)N1CCN(CCO)CC1
    i | i | 1 | i | i | i | i | -7 | i | i | i
O=[N+]([O-])c1ccccc1CN1CCN(S(=O)(=O)Cc2ccccc2)CC1
    i | i | -7 | i | i | i | i | -6 | i | i | i
COC(=O)C1(C)NC(c2ccc(O)cc2)C2C(=O)N(c3ccc(F)cc3)C(=O)C21 (centres undefined)
    i | i | -9 | i | i | i | i | -3 | i | i | i
c1ccc(CN2CCOCCOCCOCCOCCOCCOCC2)cc1
    i | i | 1 | i | i | i | i | 2 | i | i | i

Later entries
Fields: TMEM16A inh | MrgX1 antag | SKKanGAS inh | TRPC6 inhibitor | RGS4 block | MrgX1 ag | RGS4 act | HDAC3 inh | TRPC6 act | ANO1 activ | MrgX1 PAM
Cc1nnc(SCc2nc3sc(C(=O)O)c(C)c3c(=O)[nH]2)s1
    i | i | 1 | i | i | i | i | 2 | i | i | i
CCOC(=O)c1ccc(N2Cc3ccccc3C2=N)cc1
    i | i | -2 | i | i | i | -7.3* | ? | i | i | i
CCN(CC)CCn1cnc2c1c(=O)n(CCOC(=O)c1cc(OC)c(OC)c(OC)c1)c(=O)n2C
    i | i | -5 | i | i | i | i | -1 | i | i | i
Nc1c(-c2ccccc2)cnn1-c1ccccc1
    i | i | 3 | i | i | i | i | 2 | i | i | i
CCNc1nc(NCC)n2c(SCC(=O)Nc3c(C)cccc3C)nnc2n1
    i | i | 14 | i | i | i | i | · | i | i | i
CC(=O)c1cn(-c2ccc(Cl)cc2)c(=O)n(Cc2ccc(Br)cc2)c1=O
    i | i | -5 | i | i | i | i | 3 | i | i | i
O=C(O)CCc1nnc(SCC(=O)Nc2cccc(C(F)(F)F)c2)[nH]c1=O
    i | i | 0 | i | i | i | i | 1 | i | i | i
CCOC(=O)C1=C(C)NC(C)=C(C(=O)OCCNC(=O)c2cccnc2)C1c1cccc([N+](=O)[O-])c1 (centres undefined)
    i | i | 0 | i | i | i | i | 11 | i | i | i
CN(C)CCN1C(=O)c2oc3ccc(Cl)cc3c(=O)c2C1c1cccc(Br)c1 (centres undefined)
    i | i | 9 | i | i | i | i | 0 | i | i | i
COc1ccc(C(=O)NC(=O)NC2(C(Cl)(Cl)Cl)OCCO2)cc1
    i | i | 1 | i | i | i | i | 2 | i | i | i
O=C(NCC1CCCCC1)c1ccc(F)cc1Cl
    i | i | 3 | i | i | i | i | 3 | i | i | i
O=C(CCc1nnc(C2CCCCC2)o1)NCc1cccc(-n2cccn2)c1
    i | i | -7 | i | i | i | i | 2 | i | i | i
CC(=O)c1ccc(NC(=O)C2CC2c2ccccc2)cc1 (centres undefined)
    i | i | -1 | i | i | i | i | 6 | i | i | i
COc1ccc(OC)c(NC(=O)c2cc3c(Cl)nc4ccccc4c3s2)c1
    i | i | 4 | i | i | i | i | 2 | i | i | i
COc1ccc(C(=O)NNC(=S)NC(=O)c2ccc(OC)cc2)cc1
    i | i | 94* | i | i | 81* | i | 8 | i | i | i

Five entries already listed, ordered by heavy-atom count, descending:
Fields: TMEM16A inh | MrgX1 antag | SKKanGAS inh | TRPC6 inhibitor | RGS4 block | MrgX1 ag | RGS4 act | HDAC3 inh | TRPC6 act | ANO1 activ | MrgX1 PAM
CCN(CC)CCn1cnc2c1c(=O)n(CCOC(=O)c1cc(OC)c(OC)c(OC)c1)c(=O)n2C
    i | i | -5 | i | i | i | i | -1 | i | i | i
CCNc1nc(NCC)n2c(SCC(=O)Nc3c(C)cccc3C)nnc2n1
    i | i | 14 | i | i | i | i | · | i | i | i
Cc1nnc(SCc2nc3sc(C(=O)O)c(C)c3c(=O)[nH]2)s1
    i | i | 1 | i | i | i | i | 2 | i | i | i
CCOC(=O)c1ccc(N2Cc3ccccc3C2=N)cc1
    i | i | -2 | i | i | i | -7.3* | ? | i | i | i
Nc1c(-c2ccccc2)cnn1-c1ccccc1
    i | i | 3 | i | i | i | i | 2 | i | i | i

(listing goes on)
Fields: TMEM16A inh | MrgX1 antag | SKKanGAS inh | TRPC6 inhibitor | RGS4 block | MrgX1 ag | RGS4 act | HDAC3 inh | TRPC6 act | ANO1 activ | MrgX1 PAM
O=C(Cc1ccc(F)cc1)Nc1cccc(S(=O)(=O)N2CCCC2)c1
    i | i | 11 | i | i | i | i | -1 | i | i | i
CCCCCCCC(=O)Nc1cc(C(=O)NCCC)ccc1N1CCC2(CC1)CC(c1cccc(Br)c1)=NO2
    i | i | 21 | i | i | i | i | -5 | i | i | i
CC(=O)c1cccc(NC(=O)N2CCc3ccccc3C2)c1
    i | i | -7 | i | i | i | i | 10 | i | i | i
Cc1ccc(S(=O)(=O)N2c3ccccc3NC(=O)C2CC(=O)Nc2ccccc2)cc1 (centres undefined)
    i | i | 0 | i | i | i | i | 2 | i | i | i
Cc1occc1C(=O)Nc1cccc(C(=O)NCc2ccccc2)c1
    i | i | -10 | i | i | i | i | -5 | i | i | i
O=C(/C=C/c1cccc(Cl)c1)c1ccc([N+](=O)[O-])o1
    i | i | 63* | i | 14* | i | i | 1 | i | i | i
COc1cc(OC)cc(C(=O)Nc2ccc3nc4n(c(=O)c3c2)CCCC4)c1
    i | i | 2 | i | i | i | i | 0 | i | i | i
Cc1ccc(S(=O)(=O)Cc2nc3ccccc3c(=O)[nH]2)cc1
    i | i | 6 | i | i | i | i | 0 | i | i | i
O=c1c2sccc2nc(SCc2cc(=O)n3cc(Br)ccc3n2)n1Cc1ccccn1
    i | i | 4 | i | i | i | i | 2 | i | i | i
CC(Sc1nnc(N)s1)C(=O)Nc1nccs1 (centres undefined)
    i | i | 1 | i | i | i | i | -6 | i | i | i
CCOc1cc(C(C(=O)NCC2CCCO2)N(C(=O)Cn2nnc3ccccc32)c2ccccc2C)ccc1O (centres undefined)
    i | i | -4 | i | i | i | i | 2 | i | i | i
CCOC(=O)N1CCC(NC(=O)c2cc(S(=O)(=O)N(CC)CC)ccc2F)CC1
    i | i | 1 | i | i | i | i | 5 | i | i | i
